Assay outcomes as filed in PubChem.
hERG WT inh: KCNH2 (human, wildtype) channel inhibition; U2OS, BacMam KCNH2, thallium flux FluxOr; hits give low values; activity change, % at 1.84 µM; 340,000 compounds, 0.37% hits;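 active means maximum activity change below -70%; inconclusive means maximum activity change between -70% and -50%; inactive means maximum activity change above -50%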; further: on the % scale 0 is the no-effect control and ±100 the full control effect
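U2OS cells were transduced with wild-type KCNH2 virus (2.03 x 10^8 / mL) for 4 h at room temperature, then cultured overnight at 37 C. Thallium flux was read with FluxOr dye. Rate constants were normalized to DMSO controls.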
ELG1 DNA repair: ELG1-dependent DNA repair inhibition; HEK293T ELG1-luciferase reporter, luminescence, 16 h; DNA damage induced by 5-fluorouridine; Potency, µM (series often up to 46.1 µM), inactives show top-dose activity change, negative = inhibition, most hits filed as inhibitors; 330,000 compounds, 2.3% hits; further: potency means the concentration at half of the fitted maximal effect; on the % scale 0 is the no-effect control and ±100 the full control effect; nearly all actives have a fitted effect of over 55% in size
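Cells (2,000 per well) received 5-fluorouridine plus test compound or DMSO and were incubated 16 hr at 37 °C, 5% CO2. Luciferase activity was read by luminescence 30 min after ONE-Glo addition; signal suppression marked inhibition of damage-induced ELG1 function.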
TCR act: activates T cell receptor signaling; primary human leukocytes, anti-CD3, IL-2 HTRF, 48 h; Potency, µM (top dose mostly 9.22 µM), for the others: at the highest dose activation of IL-2 secretion, usual class: activators; 330,000 tested, under 10 active; AID 504894; further: % of control where 0% means no effect
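TCR engagement came from a-CD3 beads alone, with compounds added to primary human leukocytes for 48 hr. Secreted IL-2 bridged europium cryptate- and d2-labelled anti-IL-2 antibodies, giving FRET emission at 665nm after 320nm excitation.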
TRPV1 ag: human TRPV1 agonism; 320,000 compounds, 0.19% hits; Q8NER1; TRPV1-expressing cells, Fluo-8 calcium influx, agonist mode; activation, % at 8.33 µM; in the data active means activation above about 80%; inconclusive means between about 30% and that limit; further: 0% is about no effect
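Fluo-8 calcium influx in TRPV1-expressing cells, kinetic read (ex 480/em 520 nm). Compound added and read 3 min for agonist activity, followed by capsaicin at EC20 final and 2 min further read for enhancement.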
USP2a inh: blocks human ubiquitin-specific protease USP2a; O75604; USP2 core, Ub-CHOP2 coupled fluorogenic reporter, 485/531; Potency, µM (doses to about 38.3 µM), for inactives: at the highest dose activity change, negative = inhibition, hits mostly inhibitors; 330,000 compounds, 0.01% hits; AID 463254;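 further: potency means the concentration at half of the fitted maximal effect; plate controls were DMSO wells for no effect and full inhibition by NEM control for full effect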
Target sequence (O75604 whole entry, looked up): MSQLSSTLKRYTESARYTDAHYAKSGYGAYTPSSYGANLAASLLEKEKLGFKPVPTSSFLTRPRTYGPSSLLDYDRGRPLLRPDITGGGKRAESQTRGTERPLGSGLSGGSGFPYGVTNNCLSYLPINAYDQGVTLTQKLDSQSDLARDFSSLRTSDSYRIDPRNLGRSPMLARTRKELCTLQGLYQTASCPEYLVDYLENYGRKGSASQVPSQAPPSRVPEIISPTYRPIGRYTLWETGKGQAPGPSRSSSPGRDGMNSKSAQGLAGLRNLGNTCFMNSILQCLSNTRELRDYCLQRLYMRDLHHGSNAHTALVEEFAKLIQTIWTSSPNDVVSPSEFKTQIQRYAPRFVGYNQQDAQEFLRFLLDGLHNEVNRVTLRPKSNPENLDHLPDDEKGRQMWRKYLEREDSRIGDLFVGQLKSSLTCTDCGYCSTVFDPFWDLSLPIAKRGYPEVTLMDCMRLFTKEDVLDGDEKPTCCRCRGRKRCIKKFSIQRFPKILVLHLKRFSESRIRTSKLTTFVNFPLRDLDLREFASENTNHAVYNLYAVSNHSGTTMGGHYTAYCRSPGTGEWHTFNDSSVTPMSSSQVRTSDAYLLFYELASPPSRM
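Deubiquitinase activity read as fluorescence (485/531 nm) after Ub-CHOP2 cleavage activates the enterokinase reporter on its substrate; USP2 core 10nM, Ub-CHOP2 and substrate 25nM each, 30min compound preincubation then 60min RT; data normalized to NEM, curves fitted.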
Mito fusion act: inhibitors of mitochondrial division or activators of mitochondrial fusion | S. cerevisiae fusion-defective mutant growth rescue, CellTiterGlo 48 h | Potency, µM (titrated, usually from 46.1 µM), for inactives: top-dose growth rescue (activation), actives largely listed as activators | 320,000 compounds, 0.23% hits;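 further: potency means the concentration at half of the fitted maximal effect; % of control where 0% means no effect; nearly all actives have a fitted effect of over 45% in size; temperature-sensitive fusion mutants such as fzo1-1 at 37 °C on non-fermentable ethanol glycerol medium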
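Luminescent cell viability in 1536-well qHTS format served as the measure of rescued growth in ts fusion-mutant S. cerevisiae cultured on non-fermentable YPEG for 48 hours at 37C.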
AT treatment: potential ataxia-telangiectasia treatment; […] A-T fibroblasts, KAP-1 phosphorylation AlphaLISA; neocarzinostatin DNA damage 30 min before lysis; Potency, µM (doses to about 57.5 µM), without a hit: at the top dose activation, actives largely listed as activators; 320,000 compounds, 0.19% hits; AID 485349; further: potency means the concentration at half of the fitted maximal effect; % of control where 0% means no effect; nearly all actives have a fitted effect of over 45% in size
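hTERT-immortalized A-T patient fibroblasts ([…]), 500 cells/well in OPTI-MEM, 1% FBS, got compounds for 60 min, then NCS for 30 min at 37C. Lysates were then assayed for phospho-KAP-1 by AlphaLISA (anti-pKAP1 donor, anti-KAP1 acceptor beads), 6 hr at 25C.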
KCNH2 3.1 inh: inhibitors of human KCNH2 3.1 potassium channel isoform; U2OS KCNH2 3.1, thallium flux FluxOr; hits give low values; activity change, % (tested at about 1.8 µM); 340,000 compounds, 0.95% hits; AID 720553;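 active means maximum activity change below -70%; inconclusive means maximum activity change from -70% to -50%; inactive means maximum activity change above -50%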;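 further: thallium influx rate constant from kinetic fluorescence after stimulation buffer; on the % scale 0 is the no-effect control and ±100 the full control effect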
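Virally transduced U2OS (3.1 isoform, 4 h infection in dark at RT) → overnight 37 C → FluxOr + Red40 in HBSS/HEPES, 45 min → stimulation buffer, 2 min kinetic read → rate constant vs DMSO controls.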
Eya2 phos inh: blocks the phosphatase activity of human Eya2; O00167; 330,000 compounds, 0.006% hits; recombinant Eya2, OMFP fluorescence dephosphorylation (OMFP is methylfluorescein phosphate); Potency, µM (top dose mostly 76.9 µM), inactives show at the top dose activity, negative = inhibition, actives largely listed as inhibitors; further: potency means the concentration at half of the fitted maximal effect; on the % scale 0 is the no-effect control and ±100 the full control effect
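Eya2 (0.2 uM) preincubated 10 min at ambient with compound, then OMFP substrate added at 50 uM; 10 min reaction in 50 mM HEPES pH 7.5, 50 mM NaCl, 5 uM MgCl2, 0.05% BSA, 1 mM DTT. Fluorescence read at Ex 485/Em 525 nm.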
TSHR antagonist: blocks TSH signaling through the human TSH receptor. P16473. TSHR-expressing cells, TSH-stimulated cAMP HTRF, 2 h; hits give low values. activity change, negative = inhibition, % at 11.5 µM. 330,000 compounds, 0.2% hits. AID 504810;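 active means activity change below a set negative limit, meaning inhibition stronger than a set level, cut at about -70% in these data; inconclusive means activity change between two set negative limits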; further: on the % scale 0 is the no-effect control and ±100 the full control effect
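TSHR-expressing cells, 200/well, pre-treated with compound, then stimulated with EC80 TSH (4nM final) for 2 hours at 37 deg C. cAMP measured by competitive HTRF: anti-cAMP cryptate antibody in lysis buffer plus cAMP-d2, read after 30 minutes at room temperature.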
Active calls of the source: *; ? = inconclusive; nt = no result given; [ ] = dose if it differs, or a comment. Unless noted, the call rests on the fitted dose curve; in most records, active means well fitted curve in the direction sought with a large enough effect; inconclusive means small, poorly fitted or top-dose-only effect, or another doubt; inactive means no such curve, though single readings can be large; an effect the other way counts as inactive or inconclusive. This is a subset (hit frequency here may not be typical).

1. CCOc1cc(C(=S)N2CCOCC2)ccc1OS(=O)(=O)c1ccc(Br)cc1
2. O=C(CN1C(=O)NC2(CCCC2)C1=O)Nc1ccccc1N1CCCC1
3. CCc1ccc(N/C(SCc2ccccc2C)=C(/C#N)C(=O)NCc2ccco2)cc1
4. COc1cc(C(=O)NCc2cc3cc(Cl)ccc3n2C)cc(OC)c1OC
5. CCC(CC)C(=O)NCc1ccccc1OC
6. CSc1nsc(SC)c1NC(=O)Nc1ccccc1C
7. CC(=O)OC[C@H]1O[C@@H](Sc2cccc3cccnc23)[C@H](OC(C)=O)[C@@H](OC(C)=O)[C@H]1OC(C)=O
8. COc1ccccc1NC(=O)COc1ccc(C(=O)NC2CCCc3ccccc32)cc1OC (centres undefined)

assay / entry	1	2	3	4	5	6	7	8
TSHR antagonist	1.5	4.7	-19.9	-10.0	-1.3	-7.1	5.3	4.5
Eya2 phos inh	-3.6%	-11.1%	-6.4%	-6.2%	-5.7%	2.0%	0.5%	6.7%
TRPV1 ag	2.4	1.5	16.6	3.0	1.0	-6.0	-0.9	-0.7
KCNH2 3.1 inh	?	-20.8	-24.6	-4.9	7.1	-84.1*	12.7	-11.7
Mito fusion act	-15.1%	1.9%	0.4%	-0.9%	3.7%	13.8%	-2.8%	5.5%
USP2a inh	-0.5%	0.2%	-1.7%	2.1%	0.5%	2.5%	-13.9%	-0.8%
AT treatment	3.2%	3.7%	-0.8%	2.6%	8.5%	-3.7%	3.5%	-0.7%
hERG WT inh	-8.2	7.8	7.3	-7.1	-8.0	-3.5	6.2	3.4
TCR act	-26.4%	7.0%	-5.1%	0.2%	2.2%	1.5%	-4.8%[46.1 µM]	-0.2%
ELG1 DNA repair	?	5.5%	-13.2%	-25.0%	-3.2%	0.0%	-4.3%	-1.3%

9. COc1ccc2cc(S(=O)(=O)N3CCCCC3)ccc2c1S(=O)(=O)N1CCCCC1
10. COc1ccc(C(=O)N[C@H](C(=O)Nc2nc3c(s2)CCCC3)C(C)C)cc1
11. CN(Cc1nccn1C)C(=O)CC1C(=O)NCCN1Cc1ccccc1C(F)(F)F (centres undefined)
12. CC1CCCC(C)N1C(=O)CSc1nc(N)cc(N)n1 (centres undefined)
13. C[C@H](NC(=O)c1nc[nH]c1C(=O)NC1CCN(C(=O)OC(C)(C)C)CC1)C(=O)OC(C)(C)C
14. O=C(Cn1c(=O)oc2ccccc21)Nc1cccc(Cl)c1
15. O=C1C=C(c2ccc3ccccc3c2)C[C@@H](c2ccc(F)cc2)C1
16. Cn1c(C(=O)O)cnc1Sc1ncc(C(F)(F)F)cc1Cl

assay / entry	9	10	11	12	13	14	15	16
TSHR antagonist	-18.2	1.9	-9.0	5.8	19.8	-15.1	-1.9	1.5
Eya2 phos inh	6.0%	2.5%	0.7%	-8.5%	13.7%	-4.9%	-3.7%	24.0%
TRPV1 ag	-0.2	9.7	0.9	1.7	-3.8	5.4	?	7.0
KCNH2 3.1 inh	7.7	8.4	-2.2	14.7	40.3	2.6	-85.8*	nt
Mito fusion act	8.1%	0.1%	-0.3%	-8.2%	-3.9%	-3.2%	?	-1.8%
USP2a inh	-0.9%	2.2%	0.9%	2.4%	0.8%	1.6%	0.9%	-1.7%
AT treatment	4.5%	-9.7%	-3.4%	-11.9%	-4.8%	14.8%	-6.0%	-2.3%
hERG WT inh	-0.8	-2.4	-7.0	1.0	0.4	-2.1	-7.3	1.2
TCR act	-1.0%	2.4%[46.1 µM]	8.2%	-9.5%	-5.0%	-3.3%	-8.2%	-2.0%
ELG1 DNA repair	?	-0.2%	10.8%	0.5%	0.0%	-1.1%	?	1.5%

Just USP2a inh, for some of the entries so far:
| cpd | canonical_smiles | USP2a inh |
| --- | --- | --- |
| 15 | O=C1C=C(c2ccc3ccccc3c2)C[C@@H](c2ccc(F)cc2)C1 | 0.9% |
| 12 | CC1CCCC(C)N1C(=O)CSc1nc(N)cc(N)n1 (centres undefined) | 2.4% |

(listing goes on)
17. COc1ccc(-c2nc(NC(=O)C3=NN(c4cccc(C)c4)C(=O)CC3)sc2C)cc1
18. N#CCN1CCN(CC(=O)c2ccc(Br)cc2)CC1
19. Cc1ccc(-n2nc3cc(Cl)c(NC(=O)c4ccco4)cc3n2)cc1
20. CCc1nonc1NC(=O)c1oc2ccc(C)cc2c1C
21. Cc1ccc(C)c(N2CCN(CCCc3ccccc3)CC2)c1
22. N#Cc1cccc(C(=O)OCC(=O)NCc2ccco2)c1
23. CCOC(=O)c1c(C)[nH]c(C)c1S(=O)(=O)NCCCc1ccco1
24. O=C(NCc1ccco1)/C(=C/c1ccco1)NC(=O)c1ccco1

assay / entry	17	18	19	20	21	22	23	24
TSHR antagonist	-4.5	-5.7	-0.7	0.0	-8.8	-1.9	5.6	-5.0
Eya2 phos inh	10.0%	10.6%	10.3%	-3.9%	8.8%	16.8%	-11.3%	0.2%
TRPV1 ag	-0.5	5.7	0.3	24.9	6.6	-2.6	-0.8	4.9
KCNH2 3.1 inh	-3.9	6.7	-10.2	-18.9	1.4	-1.4	14.5	-32.9
Mito fusion act	3.9%	1.5%	-0.7%	-3.6%	-2.9%	2.0%	8.9%	-4.5%
USP2a inh	3.2%	5.9%	6.1%	1.7%	3.1%	-0.3%	1.8%	-0.1%
AT treatment	1.7%	2.3%	-1.8%	2.2%	39.2%	13.9%	0.4%	7.0%
hERG WT inh	-21.1	2.4	-14.7	16.6	-39.9	-2.8	-0.1	?
TCR act	2.7%	-5.7%	-0.2%	0.0%	-2.0%	-1.7%	-1.0%	-2.4%
ELG1 DNA repair	?	4.3%	?	?	-17.7%	16.3%	6.7%	-7.5%

25. C#CCSc1nnnn1-c1ccc(Br)c(C)c1
26. Cc1cc(-c2ccc(Cl)cc2)n2ncnc2n1
27. COc1ccc(-c2ccc(NS(=O)(=O)c3cc([N+](=O)[O-])c(C)c([N+](=O)[O-])c3)cc2)nn1
28. O=C(NC1c2ccccc2-c2ccccc21)c1ccccc1
29. CC(C)COc1ccc(C(=O)OC2CC(C)(C)OCC2CN(C)C)cc1 (centres undefined)
30. COCC1=C(C(=O)OC)C(c2cccs2)n2ncnc2N1 (centres undefined)
31. CCOC(=O)C1CCN(C(=O)/C=C/c2ccccc2)CC1
32. COC(=O)c1sccc1NC(=O)c1ccccc1F

assay / entry	25	26	27	28	29	30	31	32
TSHR antagonist	-5.0	-4.0	-16.7	-10.8	14.5	4.2	-10.5	-8.9
Eya2 phos inh	-22.5%	3.0%	16.1%	-1.4%	-4.6%	-6.8%	0.3%	-3.2%
TRPV1 ag	6.8	-2.1	-2.6	0.9	3.9	-1.1	22.6	10.4
KCNH2 3.1 inh	-11.4	6.1	-2.4	32.2	3.0	-6.3	-5.8	-16.4
Mito fusion act	-0.9%	2.4%	13.4%	-3.7%	-21.3%	-1.5%	3.3%	11.8%
USP2a inh	4.4%	0.7%	-4.9%	-0.2%	3.3%	2.3%	-1.2%	1.9%
AT treatment	-0.5%	6.4%	0.7%	1.4%	-4.2%	2.5%	-1.1%	3.5%
hERG WT inh	4.3	-5.1	3.8	-4.0	-11.7	2.4	0.0	-7.8
TCR act	1.8%	0.6%	-2.0%	5.9%[46.1 µM]	-1.9%	3.5%	5.1%	2.3%
ELG1 DNA repair	15.1%	?	-5.7%	14.3%	4.4%	4.5%	?	0.3%

33. COc1cccc(-c2csc(N3CCN(CC(=O)NNC(=O)c4ccco4)CC3)n2)c1
34. CCCC(=O)Nc1ccc(NC(=O)c2cccc(OC)c2)nc1
35. Cc1ccc(CN(C(=O)c2ccc(Cl)c([N+](=O)[O-])c2)C2CCS(=O)(=O)C2)o1 (centres undefined)
36. Nc1nc2c(F)c(F)c(F)cc2s1
37. Cc1ccc(SCCC(=O)OCC(=O)Nc2ncc(Cl)cc2Cl)cc1

assay / entry	33	34	35	36	37
TSHR antagonist	6.5	17.0	-36.0	0.5	5.6
Eya2 phos inh	3.5%	4.5%	-13.3%	-0.1%	6.7%
TRPV1 ag	1.2	-0.5	3.2	0.7	4.5
KCNH2 3.1 inh	-1.2	22.8	-0.1	5.3	-3.1
Mito fusion act	0.9%	1.7%	-0.4%	-0.5%	-1.7%
USP2a inh	-1.2%	2.1%	0.6%	-0.3%	2.0%
AT treatment	1.2%[11.5 µM]	-5.4%	-2.2%	-1.3%	3.6%
hERG WT inh	nt	-0.6	5.8	8.3	-4.1
TCR act	4.3%	5.1%	-2.2%	-0.5%	nt
ELG1 DNA repair	-12.0%	?	?	11.5%	18.3%
